# Screening data as filed in PubChem BioAssay.
# ARNT TACC3 PPI – disruptors of human ARNT/TACC3 interaction; AID 623870; 390,000 tested, 0.66% active; AlphaScreen His-ARNT PAS-B/GST-TACC3 binding, luminescence; TACC3 fragment carries E629A point mutation; inhibition, % at 9.99 µM; Q9Y6A5;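 active means mean inhibition of replicates at least 50% and at least half of replicates each reaching 50%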;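 further: 0% = complete ARNT plus TACC3 wells and 100% = ARNT alone without TACC3; many hits fall short of the cut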
# Xi reactivation – X-chromosome reactivation activator | XiGFP mouse fibroblasts, % GFP-positive cells imaging, 3 d; cells co-treated with 5-aza-dC sensitizer; scaled so ellipticine positive control = 100% | activation, % at 7.58 µM | 360,000 tested, 0.055% active;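 active means mean normalized replicate activation at least 10% and every replicate at or above 10%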;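 further: 0% = median of on-plate neutral control wells and 100% = ellipticine 6 µM median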
#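 System: SV40-immortalized XiGFP fibroblast cells, line 68-5-11 / Incubation: 3-day compound exposure, then 15 min fixation at room temperature / Compound: single concentration per compound, delivered by pin transfer / Buffer or medium: DMEM plus 5-aza-dC sensitizer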
# ERAP1 HTS inh – ERAP1 (human) enzyme inhibition; 340,000 tested, 0.15% active; recombinant ERAP1, Leu-AMC fluorescence, 60 min; Q9NZ08; inhibition, % at 10.7 µM; AID 652197;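 active means mean replicate inhibition of at least 30%, or all replicates individually reaching that 30% level; inactive means mean below 30% and not every replicate reaching it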;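 further: 0% = neutral control wells and 100% = L-leucinethiol positive control wells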
# Target sequence (Q9NZ08 whole entry, looked up): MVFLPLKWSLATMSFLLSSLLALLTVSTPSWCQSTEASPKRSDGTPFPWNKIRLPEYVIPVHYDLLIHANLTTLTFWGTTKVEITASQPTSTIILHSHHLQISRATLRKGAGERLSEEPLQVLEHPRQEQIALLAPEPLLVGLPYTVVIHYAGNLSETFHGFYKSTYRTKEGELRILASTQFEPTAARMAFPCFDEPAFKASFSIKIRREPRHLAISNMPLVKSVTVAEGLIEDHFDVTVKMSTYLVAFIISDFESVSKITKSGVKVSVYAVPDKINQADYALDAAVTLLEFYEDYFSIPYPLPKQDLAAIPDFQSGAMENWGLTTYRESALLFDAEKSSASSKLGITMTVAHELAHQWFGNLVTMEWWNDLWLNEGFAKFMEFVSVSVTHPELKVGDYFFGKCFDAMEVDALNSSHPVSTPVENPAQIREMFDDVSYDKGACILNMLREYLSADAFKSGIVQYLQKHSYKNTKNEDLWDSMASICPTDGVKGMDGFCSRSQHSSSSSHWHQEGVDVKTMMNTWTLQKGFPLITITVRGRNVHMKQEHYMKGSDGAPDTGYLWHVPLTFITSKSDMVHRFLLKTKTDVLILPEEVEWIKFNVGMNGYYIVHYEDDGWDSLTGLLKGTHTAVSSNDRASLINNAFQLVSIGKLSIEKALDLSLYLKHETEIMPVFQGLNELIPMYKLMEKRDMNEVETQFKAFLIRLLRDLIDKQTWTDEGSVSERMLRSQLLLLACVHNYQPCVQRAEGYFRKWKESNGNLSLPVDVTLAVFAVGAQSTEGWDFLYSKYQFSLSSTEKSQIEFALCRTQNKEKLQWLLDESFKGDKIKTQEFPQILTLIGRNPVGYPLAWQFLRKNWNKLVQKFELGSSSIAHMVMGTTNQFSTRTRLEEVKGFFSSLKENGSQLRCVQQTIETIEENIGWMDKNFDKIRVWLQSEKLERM
# GSIS activator – GLuc luminescence reporter in INS-1E cells, primary screen for activators of glucose-dependent secretion of insulin; INS-1E GLuc reporter insulin secretion, 2-3 h; activation, % at 16.6 µM; 370,000 tested, 0.61% active;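 active means lowest replicate activation of at least 40%, so every replicate reaches that level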;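 further: 0% = median of neutral control wells and 100% = median of IBMX positive control wells; some compounds called inactive have numbers as strong as hits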
# F508del corr – correctors of CFTR F508del function in bronchial epithelial cells. CFBE cells, YFP halide quenching; stimulated with forskolin plus potentiator P3; % fluorescence drop versus neutral controls. activity (quench increase), % at 7.58 µM. 350,000 tested, 0.36% active. AID 720511;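 active means mean added fluorescence quench of at least 8% versus neutral control, with both replicates also reaching 8%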;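 further: cells transiently co-express mutant CFTR-F508del with the halide-sensitive YFP; corrector assay measuring rescue of mutant channel to the surface after 24 h compound exposure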
# RAD52 inh – blocks human RAD52 DNA annealing; AID 651710; inhibition, % at 18.7 µM; recombinant RAD52 DNA annealing, FRET fluorescence; 360,000 tested, 0.46% active; P43351;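 active means every replicate showing at least 50% inhibition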
# esBAF inh – blocks esBAF chromatin remodeling in mouse ES cells; Bmi1-luciferase knock-in reporter, 24 h; 100% = twice the neutral-well signal; reporter increase, % at 12.5 µM; 350,000 tested, 2% active; AID 602393; in the data active means activation above about 40%;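 further: 0% = median of the plate's neutral control wells and 100% = double that signal; a rise in the Bmi1 reporter signal indicates esBAF inhibition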
# RAD54 inh – RAD54 (human) branch migration inhibition | Q92698 | RAD54 Holliday junction branch migration, FAM/BHQ fluorescence | inhibition, % at 10.4 µM | 360,000 tested, 0.14% active | AID 602329;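 active means mean normalized replicate activity at least 40 and at least half of replicates scoring 40 or more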;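 further: 0% = median of neutral control wells and 100% = median of positive control wells; inhibitors cause a drop in the FAM fluorescence signal; in these data hits start at about 50%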
# An asterisk follows results filed as active; . = no result given; & = joins results of further samples.
SMILES,ARNT TACC3 PPI,Xi reactivation,ERAP1 HTS inh,GSIS activator,F508del corr,RAD52 inh,esBAF inh,RAD54 inh
CC(C)NC(=O)Nc1ccc2c(c1)C(=O)N([C@H](C)CO)C[C@H](C)[C@@H](CN(C)C(=O)c1ccccc1)OCCCC[C@H](C)O2,-5.3,0.0,0.2,3.6,0.6,-17.1,-0.1,-6.7
COc1ccc(NC(=O)CSc2nnc(C)n2N)cc1S(=O)(=O)N1CCCCC1,1.8,0.1,1.4,5.1,-1.0,-9.9,-8.3,-2.2
CC(C)n1cc(CN2CCN(CCc3ccccc3)C(CCO)C2)cn1 (centres undefined),8.3,0.4,1.5,8.2,1.6,10.8,.,.
O=C(C[C@@H]1C=C[C@H](NC(=O)C2CCOCC2)[C@@H](CO)O1)NCCc1cscn1,24.1,0.5,-2.8,3.7,-2.2,-16.8,-5.3,-2.3
CNc1nc(Nc2ccc(C)cc2C)c2sccc2n1,.,0.0,-0.5,-0.2,-4.3,-4.8,-2.1,-2.5
COc1ccc(NC(=O)C2Cc3ccccc3O/C2=N\O)cc1 (centres undefined),-7.1,0.0,-4.0,9.4,-0.1,-4.6,31.3,1.2
CCOc1ccc(S(=O)(=O)Nc2ccc(C(=O)NCC(C)(C)N3CCOCC3)cc2)cc1,-0.7,0.2,1.6,-9.0,1.2,-10.5,-8.2,.
Cc1cc2c(cc1C)NC(CC(=O)NCc1ccccc1)C(=O)N2 (centres undefined),4.6,.,2.8,-2.5,-1.1,-56.4,25.0,.
COCCNC(=O)C[C@@H]1CC[C@H]2[C@H](COc3ccc(NC(=O)COC)cc3C(=O)N2C)O1,-3.5,0.3,2.2,4.0,0.4,-6.6,-1.5,3.7
COc1ccc(N2CCN(CNC(=O)c3ccccc3)CC2)cc1,-1.0,0.0,1.9,-7.7,-0.3,-5.0,0.5,-7.8
Cc1cccc(CNC(=O)CC2C(=O)NCCN2C2CCCC2)c1 (centres undefined),-8.2,0.0,-3.4,4.6,-1.9,-15.0,-9.2,-2.2
CCC(C)C(NC(N)=O)C(=O)Nc1ccc(S(=O)(=O)Nc2ccc(OC)cc2)cc1 (centres undefined),-4.3,0.0,0.6,10.0,0.3,6.2,.,.
O=C(O)/C=C/c1cnc2ccccc2n1,-6.3,-0.1,4.7,20.4,0.3,-25.3,5.9,0.4
Nc1sccc1C(=O)N1CCN(c2ccccc2)CC1,.,0.0,.,-28.0,-0.5,-41.5,.,.
O=C(NCC(=O)N(c1ccc(F)cc1)C(C(=O)NC1CCCC1)c1ccncc1)c1ccco1 (centres undefined),-2.7,0.0,-1.3,2.7,0.7,-15.9,5.2,-6.7
c1ccc(Cn2ccnc2C2OCCO2)cc1,.,0.0,-2.3,23.5,-2.9,-0.1,.,2.1
Cc1ccc(NNC2CC(=O)N(c3cccc(Cl)c3)C2=O)cc1 (centres undefined),0.0,0.0,-0.1,-3.3,0.5,-34.4,.,.
COc1ccccc1N(CC(=O)NC1CCCC1)C(=O)CCCC(=O)Nc1ccccn1,2.6,0.0,-1.8,-3.3,-2.7,-1.5,-0.1,.
C[C@H](NC(=O)C[C@H]1CC[C@H]2[C@@H](COC[C@H](O)CN2Cc2cc(F)ccc2F)O1)c1ccccc1,-6.7,0.2,3.0,-0.3,0.3,-0.9,6.5,6.3
C[C@@H]1CN([C@H](C)CO)S(=O)(=O)c2ccc(-c3ccccc3)cc2O[C@@H]1CN(C)C(=O)Nc1ccccc1F,1.0,0.3,-4.1,-14.6,-1.2,-32.3,.,-4.1
Cc1ccccc1S(=O)(=O)N1[C@H](CO)[C@@H](c2ccccc2)[C@@H]1C#N,11.8,0.1,0.2,5.3,0.8,-17.2,0.0,2.5
CC(C)(C)[S@@](=O)N1Cc2cc(C(=O)NCc3ccc4c(c3)OCO4)nc(-c3cccc(-c4ccccc4)c3)c2[C@H]1CCO,28.0,-0.1,0.9,6.4,3.6,42.6,13.3,2.7
COc1ccc(S(=O)(=O)Nc2ccc3c(c2)C(=O)N([C@H](C)CO)C[C@@H](C)[C@@H](CN(C)S(=O)(=O)c2ccc(Cl)cc2)OCCCC[C@H](C)O3)cc1,-3.4,0.0,0.3,3.7,0.3,-37.4,-3.8,3.3
CCO/C=C1\N=C(c2ccc(F)cc2)OC1=O,10.8,0.0,1.7,-0.7,.,-21.5,.,3.3
O=C(c1c[nH]c(C(=O)C(Cl)(Cl)Cl)c1)c1ccc(F)cc1F,-1.4,0.5,2.1,-3.0,1.5,-3.7,.,.
# (next part)
SMILES,ARNT TACC3 PPI,Xi reactivation,ERAP1 HTS inh,GSIS activator,F508del corr,RAD52 inh,esBAF inh,RAD54 inh
CCn1c(SCC(=O)Nc2ccc(Br)cn2)nnc1C1CC1,-5.4,0.2,0.5,5.1,-2.0,-12.6,-4.7,-0.1
Cc1ccc(S(=O)(=O)N[C@@H]2CC[C@H](CCNC(=O)C3CCC3)O[C@@H]2CO)cc1,-8.5,-0.3,-1.2,8.1,-2.1,-9.4,0.5,-4.1
CC(C)NC(=O)Nc1cccc2c1O[C@H](CN(C)S(=O)(=O)c1ccc(F)cc1)[C@@H](C)CN([C@H](C)CO)C2=O,-12.2&1.3,0.1&0.2,1.6&0.5,3.2&-12.2,1.9&-1.9,0.6&-1.2,8.2&-2.2,1.9&-8.0
CC(C)NC(=O)C(=O)NCC(c1ccc2c(c1)OCO2)N1CCOCC1 (centres undefined),-3.8,0.0,0.8,12.9,1.4,-7.1,-3.3,-1.8
C[C@@H]1CCCCO[C@@H](CN(C)C(=O)Nc2cccc3ccccc23)[C@H](C)CN([C@H](C)CO)C(=O)c2cc(NC(=O)CCC(F)(F)F)ccc2O1,-1.5,0.0,.,-12.8,4.5,.,6.1,1.1
Cc1cccc(N2CCN(C(=S)Nc3ccc4nc5n(c(=O)c4c3)CCCCC5)CC2)c1C,12.1,0.4,2.7,3.3,-1.6,-26.7,.,.
COc1ccc(NC(=O)Nc2ccc3c(c2)C(=O)N([C@@H](C)CO)C[C@H](C)[C@H](CN(C)S(C)(=O)=O)O3)cc1,1.2,-0.1,-1.1,6.4,0.5,-7.5,-2.7,5.9
COCCOC(=O)c1c(NC(=O)CN2CCCc3ccccc32)sc(C(N)=O)c1C,-4.9,0.0,.,-20.3,.,.,1.9,.
Cc1cccc(NC(=O)C2CCN(C(=O)N3CCOc4ccccc43)CC2)c1C,3.6,2.0,3.9,-12.3,-1.0,-1.3,5.5,6.7
O=C(N[C@H]1CC[C@H](CCNS(=O)(=O)Cc2ccccc2)O[C@@H]1CO)c1ccccc1F,3.4,0.0,-3.1,-7.3,0.8,-1.3,-1.3,7.1
COCCNC(=O)C[C@H]1CC[C@@H]2[C@H](COC[C@@H](O)CN2S(=O)(=O)c2ccccc2C)O1,-9.6,0.1,-5.1,0.9,0.8,28.2,-3.7,1.3
CN(C)c1nc(NC(C)(C)C)nc(SCC(=O)Nc2ccccc2)n1,1.0,0.0,-2.6,-18.3,0.1,-18.1,.,.
Cc1nc(Nc2cccc(Cl)c2)c2oc3ccccc3c2n1,-3.5,0.1,-2.5,3.2,5.4,-5.1,14.6,-7.5
Cc1c(NC2(C#N)CCCCC2)c(=O)n(-c2ccccc2)n1C,18.1,0.3,3.5,2.6,-1.1,-4.6,.,.
Clc1ccc(-c2cc(COc3ccccc3)on2)cc1,.,0.1,4.1,14.4,.,-1.0,50.5*,-3.6
Cn1nc(C(=O)N2CCN(c3cccc(Cl)c3)CC2)c2c1-c1ccccc1S(=O)(=O)C2,2.8,0.1,1.3,-7.9,0.6,-16.5,1.1,12.4
O=C(CCc1c[nH]c2ccccc12)N1CCN(S(=O)(=O)c2ccc([N+](=O)[O-])cc2)CC1,.,-0.1,4.0,2.5,-2.2,1.3,6.0,4.0
Cc1ccccc1CSc1nnc(-c2ccncc2)n1C,-4.6,-0.1,-1.9,0.4,-2.5,-8.5,.,.
O=C(CSc1n[nH]c(=O)[nH]c1=O)c1ccccc1,-10.8,.,.,-1.5,.,.,-6.2,-15.0
COc1ccc(C(=O)Nc2ccc(OC)c(OC)c2)cc1,-2.5,.,.,8.1,.,.,17.9,-1.4
Cc1cccc(C(=O)Nc2cccc(C(=O)NC3CCCC3)c2)c1,6.2,0.0,0.0,-15.2,0.1,-2.1,0.7,2.1
O=C(COC(=O)c1ccccc1O)Nc1cccc2ccccc12,21.7,-0.1,0.3,7.4,2.9,3.4,-3.1,-1.9
CCOC(=O)C1C(c2ccc(O)c(O)c2)NC(=S)NC1(O)C(F)(F)F (centres undefined),-6.4,-0.1,3.0,4.8,.,-9.7,-11.2,-15.7
Cc1cc(O)c(CN2CCN(S(=O)(=O)c3cccs3)CC2)cc1C(C)C,-0.3,0.2,-2.1,.,-0.5,-17.0,-24.1,4.0
CCOC(=O)c1nc(NCc2cccnc2)c2ccccc2n1,3.5,.,.,46.0*,.,.,-1.4,1.1

# Another view of some results above.
smiles | ARNT TACC3 PPI | Xi reactivation | ERAP1 HTS inh | GSIS activator | F508del corr | RAD52 inh | esBAF inh | RAD54 inh
COc1ccc(C(=O)Nc2ccc(OC)c(OC)c2)cc1 | -2.5 | . | . | 8.1 | . | . | 17.9 | -1.4
Cc1cccc(C(=O)Nc2cccc(C(=O)NC3CCCC3)c2)c1 | 6.2 | 0.0 | 0.0 | -15.2 | 0.1 | -2.1 | 0.7 | 2.1
O=C(COC(=O)c1ccccc1O)Nc1cccc2ccccc12 | 21.7 | -0.1 | 0.3 | 7.4 | 2.9 | 3.4 | -3.1 | -1.9

# Next part.
SMILES,ARNT TACC3 PPI,Xi reactivation,ERAP1 HTS inh,GSIS activator,F508del corr,RAD52 inh,esBAF inh,RAD54 inh
N#Cc1ccc(-c2ccc([C@H]3[C@@H](CO)N4C(=O)CN(C(=O)C5CCCCC5)C[C@@H]34)cc2)cc1,.,0.0,1.0,-13.6,-0.2,6.2,.,.
CCOc1ccc(S(=O)(=O)N2CCN(C3CC(=O)N(c4cccc(C(C)=O)c4)C3=O)CC2)cc1 (centres undefined),-10.5,0.0,-5.7,-23.0,2.5,-46.5,-3.9,-1.0
COC(=O)[C@H]1[C@H]2C[C@@H]3c4[nH]c5cc(OC)ccc5c4CCN3C[C@H]2C[C@@H](OC(=O)c2ccc(N)cc2)[C@@H]1OC,2.7,-0.2,.,-16.6,-3.4,-22.7,-7.5,2.6
CCCCn1c(SCC(=O)NCCc2ccc(OC)c(OC)c2)nc2c1c(=O)n(C)c(=O)n2C,-9.9,.,.,6.6,.,.,1.9,-5.1
Cc1cccn2c(=O)c3cc(C(=O)NC4CCCCC4)c(=N)n(Cc4ccc(F)cc4)c3nc12,-1.0,0.0,0.2,12.1,-0.7,-17.8,10.0,2.2
CN(CC(=O)Nc1sccc1C#N)Cc1ccccc1,-12.7,0.1,1.5,.,.,-29.0,.,-7.6
C[C@@H]1CN([C@@H](C)CO)C(=O)c2cccc(NC(=O)C3CCOCC3)c2O[C@@H]1CN(C)C(=O)NC1CCCCC1,-4.7,-0.9,-0.5,10.4,-3.2,-0.1,2.4,1.3
C[C@@H]1CN([C@H](C)CO)S(=O)(=O)c2ccc(-c3cccnc3)cc2O[C@H]1CN(C)CC1CCOCC1,5.9,0.0,0.5,-1.8,1.9,-6.9,2.2,-2.9
CCOc1ccc(CN2CCN(Cc3[nH]c4ccc(OC)cc4c3C)CC2CCO)cc1 (centres undefined),3.0,0.0,5.1,-10.5,-0.7,-4.3,.,.
C[C@H](CO)N1C[C@H](C)[C@@H](CN(C)Cc2ccc(F)cc2)Oc2ncc(C#Cc3cccnc3)cc2C1=O,6.4,0.4,.,0.9,1.0,2.9,-3.8,-6.6
COCOc1ccc(C=O)c(O)c1,-7.6,.,.,.,-3.7,-4.5,2.4,-0.4
CCN(CC)c1ccc(N/C(N)=N/c2nc(C(F)(F)F)cc(=O)[nH]2)cc1,-12.2,0.0,3.0,3.6,2.7,-5.4,-0.4,-16.7

# Hits appear at their usual frequency; overall some 3.3% were active at least once.
